# Screens: PubChem BioAssay, National Center for Advancing Translational Sciences (NCATS)
# EPAC1 antag: blocks human EPAC1 exchange factor | O95398 | hit rate 0.14% among 360,000 | Potency, µM (top dose mostly 115 µM), for the others: top-dose activity change, negative = inhibition, usual class: inhibitors | AID 720709 | EPAC1 GEF assay, Rap1b-BODIPY-GDP exchange fluorescence;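 note: plate controls were vehicle for no effect and positive control for full effect; nearly all actives have a fitted effect of over 50% in size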
# EPAC2 agonist: EPAC2 (human) agonism; EPAC2 activation, biochemical qHTS; response scale: 100% = 6.5 mM cAMP response; hit rate 0.079% among 360,000; Q8WZA2; Potency, µM (titrated, usually from 154 µM), inactives show at the highest dose activation, hits mostly activators; note: nearly all actives have a fitted effect of over 50% in size
#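 Readout is BODIPY fluorescence (480 nm excitation, 540 nm emission), which falls as labeled GDP is exchanged off Rap1B. EPAC2 at 100 nM acted on 250 nM RAP1B-BODIPY-GDP with 50 uM GDP present.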
# EPAC1 ag: agonists of human EPAC1; EPAC1 agonist qHTS, biochemical assay; response scale: 100% = response to 6.5 mM cAMP; Potency, µM (doses to about 154 µM), without a hit: top-dose activation, actives largely listed as activators; hit rate 0.073% among 360,000; note: nearly all actives have a fitted effect of over 60% in size
#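 Multi-concentration qHTS readout: loss of Rap1B-bound BODIPY-GDP fluorescence driven by 100 nM EPAC1 with excess GDP (50 uM), monitored kinetically at room temperature; agonist response expressed relative to 6.5 mM cAMP.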
# aSyn rescue: rescues yeast growth from alpha-synuclein toxicity. Yeast expressing alpha-synuclein, growth rescue, BacTiter-Glo, 24 h. Potency, µM (top dose mostly 46.1 µM), for the others: at the highest dose growth rescue (activation), most hits filed as activators. hit rate 0.14% among 370,000; note: % of control where 0% means no effect; nearly all actives have a fitted effect of over 65% in size
#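 Screening used galactose-induced yeast with toxic alpha-synuclein levels, exposed to compound for 24 hr at 30 deg C. Cell growth, read with BacTiter-Glo luminescence, gave the measured signal.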
# EPAC2 antag: EPAC2 (human) antagonism; Q8WZA2; Potency, µM (top dose mostly 114 µM), for the others: at the top dose activity, negative = inhibition, most hits filed as inhibitors; hit rate 0.18% among 360,000; EPAC2 GEF exchange of Rap1B-BODIPY-GDP, fluorescence; note: % is set by controls: 0 for no effect and ±100 for the full control effect; nearly all actives have a fitted effect of over 45% in size; many of its hits are not listed in these tables
# PTHR1 agonist: agonists of human PTHR1 parathyroid hormone receptor; AID 743266; Q03431; hit rate 0.075% among 410,000; Potency, µM (titrated, usually from 115 µM), for inactives: at the top dose activation, hits mostly activators; HEK293 GP2 PTHR1 cells, GloSensor cAMP luminescence, 1 h; note: nearly all actives have a fitted effect of over 55% in size; some results filed as inactive show a strong effect at the top dose; inactives centre near -15; many of its hits are not listed in these tables
# Target sequence (Q03431 whole entry, looked up): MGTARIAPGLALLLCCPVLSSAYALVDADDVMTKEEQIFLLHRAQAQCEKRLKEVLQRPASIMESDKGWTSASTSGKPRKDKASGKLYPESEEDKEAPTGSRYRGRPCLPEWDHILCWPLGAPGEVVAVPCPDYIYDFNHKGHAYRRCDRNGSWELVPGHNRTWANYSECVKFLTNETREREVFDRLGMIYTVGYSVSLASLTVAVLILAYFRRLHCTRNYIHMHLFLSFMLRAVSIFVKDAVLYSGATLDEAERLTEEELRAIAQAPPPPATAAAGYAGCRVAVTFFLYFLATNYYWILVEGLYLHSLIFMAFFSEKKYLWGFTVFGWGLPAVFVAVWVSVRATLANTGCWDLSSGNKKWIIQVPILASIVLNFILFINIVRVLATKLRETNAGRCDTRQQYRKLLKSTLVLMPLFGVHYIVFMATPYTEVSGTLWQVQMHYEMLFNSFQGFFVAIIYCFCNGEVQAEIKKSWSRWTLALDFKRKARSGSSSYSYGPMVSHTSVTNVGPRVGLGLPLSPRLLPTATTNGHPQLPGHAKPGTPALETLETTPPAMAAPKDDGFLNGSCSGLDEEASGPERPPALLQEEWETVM
#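 HEK-293-derived GP2 cells expressing PTHR1 and a GloSensor cAMP reporter, 3,000/well, plated overnight, given luciferin plus IBMX (each 0.5 mM as added) for 1 h at 37 °C, then compound for 1 h at 37 °C. Luminescence was read after 15 min at room temperature.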
# FUS yeast rescue: suppressors of FUS proteinopathy in yeast | S. cerevisiae FUS-expressing, growth rescue, OD600, 24 h | Potency, µM (highest dose often 76.6 µM), without a hit: top-dose growth rescue (activation), usual class: activators | hit rate 0.24% among 390,000;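 note: plate controls were DMSO vehicle for no effect and reference control for full effect; nearly all actives have a fitted effect of over 55% in size; some results filed as inactive show a strong effect at the top dose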
#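 Cultures pregrown in 2.5% raffinose medium are shifted to minimal medium containing 2% galactose to express toxic FUS. Compounds are tested at several concentrations. After 24hr at 30C, growth is quantified at 600 nm absorbance.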
# TDP-43 yeast inh: rescues yeast growth from TDP-43 toxicity; Potency, µM (highest dose often 46.1 µM), inactives show top-dose growth rescue (activation), usual class: activators; TDP-43 expressing yeast growth rescue, BacTiter-Glo, 24 h; hit rate 1.8% among 410,000; AID 652104; note: % of control where 0% means no effect; nearly all actives have a fitted effect of over 50% in size
#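 Readout is BacTiter-Glo luminescence of cell growth, so inhibitors register as activators. TDP-43-expressing yeast at OD600=0.02 in galactose medium, after raffinose pregrowth to mid-log, were incubated with compound for 24 hr at 30 deg C.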
# * marks the source's active call; other numbers are inactive results; i = inactive; u = inconclusive; x = no result given; & = joins results of further samples; [ ] = remark or other dose. Calls come from the whole dose curve; as a rule, active = well fitted curve in the direction sought with a large enough effect; inconclusive = small, poorly fitted or top-dose-only effect, or another doubt; inactive = no such curve, though single readings can be large; an effect the other way counts as inactive or inconclusive. Potency is the fitted concentration of half-maximal effect.
# Values run as follows: EPAC1 antag	EPAC2 agonist	EPAC1 ag	aSyn rescue	EPAC2 antag	PTHR1 agonist	FUS yeast rescue	TDP-43 yeast inh
CC1CN(S(=O)(=O)c2cc(C(=O)NCc3ccncc3)ccc2Cl)CC(C)O1 (configuration not stated)
 : -13%	2%	-10%	2%	2%	i	-1%	-4%
Cc1ccc(NS(=O)(=O)c2c(C)[nH]c(C)c2C(=O)N2CCCCC2)cc1F
 : 7%	1%	17%	9%	-4%	i	9%	0%
c1ccc(-c2nnc(C(c3ccccc3)c3ccccc3)o2)cc1
 : -25%	3%	15%	1%	-7%	-24%	6%	-19%
O=C(Nc1ccccc1)/C(=C1\CCCN1)[N+](=O)[O-]
 : 2%	2%	1%	6%	10%	i	-7%	24%
O=C(CSc1ncc(-c2ccccc2)nn1)NCc1ccco1
 : 7%	4%	-5%	-8%	5%	i	-2%	-2%
O=C(Nc1nnc(SCc2ccc(Cl)cc2)s1)c1ccco1
 : -8%	-3%	15%	-4%	2%	i	19%	-8%
CCCNC(=O)Cc1c(OC)ccc2cc(Br)ccc12
 : -26%	9%	0%	6%	7%	-79%[inhibitor]	x	7%
Cc1ccc(S(=O)(=O)CC(=O)NCc2ccc(Cl)cc2)cc1
 : -2%	5%	2%	0%	4%	i	x	15%
Cc1c(Cl)cccc1NS(=O)(=O)c1ccc(-c2ccc(=O)[nH]n2)o1
 : -12%	-1%	8%	-1%	-4%	-3%	-29%	9%
CCC(CC)C(=O)Nc1c(C)n(C)n(-c2ccccc2)c1=O
 : -6%	0%	-3%	16%	-4%	-16%	16%	7%

# Whole records from above:
# Cc1ccc(S(=O)(=O)CC(=O)NCc2ccc(Cl)cc2)cc1 as listed: EPAC1 antag: -2%; EPAC2 agonist: 5%; EPAC1 ag: 2%; aSyn rescue: 0%; EPAC2 antag: 4%; PTHR1 agonist: i; FUS yeast rescue: x; TDP-43 yeast inh: 15%
# Cc1c(Cl)cccc1NS(=O)(=O)c1ccc(-c2ccc(=O)[nH]n2)o1 as listed: EPAC1 antag: -12%; EPAC2 agonist: -1%; EPAC1 ag: 8%; aSyn rescue: -1%; EPAC2 antag: -4%; PTHR1 agonist: -3%; FUS yeast rescue: -29%; TDP-43 yeast inh: 9%

# Additional structures:
# Values run as follows: EPAC1 antag	EPAC2 agonist	EPAC1 ag	aSyn rescue	EPAC2 antag	PTHR1 agonist	FUS yeast rescue	TDP-43 yeast inh
CC1(C(=O)NCc2cccc3ccccc23)CCN1Cc1cccc2c1OCO2 (configuration not stated)
 : -5%	7%	-9%	3%	-29%	-35%[inhibitor]	6%	0%
CCN1CCN(C(c2ccc(F)cc2)c2nnnn2Cc2cccs2)CC1 (configuration not stated)
 : 25%	2%	3%	1%	21%	i	-21%	-23%
CN(c1ccccc1)c1nc(N)c([N+](=O)[O-])c(Nc2ccc(F)cc2)n1
 : -12%	-2%	-2%	0%	-15%	i	-23%	0%
Cc1nc(-c2ccc(Cl)cc2)sc1C1(C)CC(c2ccc(Cl)cc2)=NO1 (configuration not stated)
 : -5%	20%	14%	7%	1%	i	-5%	14%
COC(=O)c1cc(C#N)c(NCc2ccc(Cl)cc2Cl)nc1C
 : 0%	3%	3%	-7%	6%	-5%	-22%	-4%
O=C(/C=C/c1ccco1)NC(=S)Nc1ccccc1Br
 : 7%	6%	0%	-2%	-1%	-34%[inhibitor]	26%	11%
CSc1ncccc1C(=O)OCC(=O)NCCc1ccccc1
 : -4%	5%	4%	8%	-5%	-6%	-10%	u
Cn1c(=O)[nH]c2cc(-c3noc(-c4ccc(Br)cc4)n3)ccc21
 : x	x	x	-1%	x	-56%[inhibitor]	12%	13%
CC(NC(=S)N1CCOCC1)c1ccccc1 (configuration not stated)
 : -18%	-4%	3%	-5%	-1%	-13%	x	4%
CCN1CCN(CCNC(=O)c2cn(C(C)c3ccccc3F)nn2)CC1 (configuration not stated)
 : 12%	0%	-1%	-2%	12%	i	14%	7%
O=C(CN(C(=O)c1csnn1)c1ccccc1F)NC1CCCCC1
 : 10%	2%	4%	2%	18%	-6%	-34%	5%
Cc1cc(NC(=O)Cn2c(=O)c3c(ncn3CCC(C)C)n(Cc3ccccc3)c2=O)no1
 : -3%	-9%	0%	x	-13%	-25%	u	-6%
COC(=O)c1cc(NC(=O)c2nccnc2C(=O)O)cc(C(=O)OC)c1
 : -3%	13%	7%	3%	4%	i	-26%	0%
COc1ccc(OCC(=O)N/N=C/C(C)=C/c2ccco2)c(Br)c1
 : 11%	-3%	-5%	7%	14%	i	5%	2%
CCc1ccc(NC(=O)CN(c2cccc(C)c2)S(C)(=O)=O)cc1
 : -13%	-4%	9%	u	-18%	i	14%	1%
Cc1ccc(S(=O)(=O)Nc2ccc3c(c2)C(=O)N([C@@H](C)CO)C[C@@H](C)[C@@H](CN(C)S(=O)(=O)c2ccccc2)OCCCC[C@H](C)O3)cc1
 : -4%	-7%	1%	3%	8%	-17%	u	6%
CC(=O)c1ccc(OC2(C)CCN(Cc3ccc(C)cc3)C2)cc1 (configuration not stated)
 : -13%	15%	-7%	0%	12%	-4%	-13%	1%
O=C(NNC(=O)c1cc2cc3ccccc3nc2s1)c1cccc(C(F)(F)F)c1
 : -19%	-3%	2%	-9%	-5%	-9%	-25%	21%
C=CCn1cc(C(C)=O)c(=O)[nH]c1=O
 : -3%	3%	-4%	-3%	35%[activator]	-16%	20%	-3%
C(=N\n1cnnc1)/c1cccn1-c1ccccc1
 : -12%	2%	-7%	10%	-7%	i	17%	10%
Cc1ccc(N(CC(=O)N/N=C/c2cccs2)S(C)(=O)=O)cc1Cl
 : -2%	-16%	-13%	4%	9%	-4%[57.5 µM]	-14%	14%
CCCCOc1cc(CC2CNC(=O)N2)ccc1OC (configuration not stated)
 : 20%	4%	1%	-11%&-2%	-1%	-4%	-38%	-6%
O=S(=O)(Nc1ccccn1)c1ccc(Cl)c2ccccc12
 : 13%	4%	5%	-7%	5%	-6%	4%	-13%
COc1ccc(NC(=O)C/C(C)=N/NC(=O)COc2ccc(OC)cc2)cc1
 : -3%	8%	7%	13%	-8%	i	4%	-14%
COc1cc(OC)cc(C(=O)NCC(=O)OCC(=O)C(C)(C)C)c1
 : 10%	8%	-12%	2%	10%[57.1 µM]	i	-19%	-8%
C[n+]1cnc(-c2ccccc2)cc1-c1ccccc1
 : 2%	5%	4%	-3%	-18%	i	-6%	3%
CC(O)CNC(=O)C1CCN(Cc2ccc(OCc3ccccc3)cc2)CC1 (configuration not stated)
 : 8%	2%	0%	-10%	12%	9%[57.5 µM]	16%	4%
O=C(Nc1ccc(Cl)c(C(F)(F)F)c1)[C@@H]1CC=C[C@@H]2CCN(Cc3ccccc3)C(=O)[C@@H]21
 : 4%	-6%	11%	12%	-11%	i	-1%	0%
COc1ccc(Br)cc1/C=N/NS(=O)(=O)c1ccccc1
 : 1%	7%	7%	0%	-2%	-17%	-6%	26%
O=C1c2ccccc2-n2c1nc1ccccc1c2=O
 : 4%	5%	-17%	-8%	-9%	-41%[inhibitor]	-18%	-14%
COC(=O)CCCC1=CC2=C(c3ccccc3)C(=O)C(C)(OC(=O)C3CCCC3)C(=O)C2=CN1CCCCO (configuration not stated)
 : 6%	9%	15%	1%	10%	-17%	7%	3%
O=C(NN1CCOCC1)c1cnn2c(C(F)F)cc(-c3ccccc3)nc12
 : -19%	8%	-6%	-9%	0%	-24%	-25%	13%
COc1cccc(N2CCN(c3ccc(N4C(=O)CCC4=O)cc3[N+](=O)[O-])CC2)c1
 : 2%	1%	0%	-3%	-7%	-4%	2%	-12%
COc1ccc(CN2C(=O)C(CC(=O)NCc3ccco3)CC(C(=O)N(C(C)C)C(C)C)=C2C)cc1 (configuration not stated)
 : 6%	8%	-13%	-6%	0%	-16%	-8%	-5%
COc1ccc(C)cc1NC(=O)c1sc2ncnc(N3CCN(c4ccccn4)CC3)c2c1C
 : 8%	4%	2%	-8%	-6%	i	-18%	10%
CC(=O)c1cccc(NC(=O)CC(C)n2ccnc2)c1 (configuration not stated)
 : -2%	7%	8%	-7%	9%	22%	18%	-29%
Cc1nc(CSc2nnc3scc(-c4ccc(Cl)cc4)n23)cs1
 : -16%	-1%	0%	4%	-2%	i	8%	0%
c1ccc(Cc2nnc3sc(Nc4ccccc4)nn23)cc1
 : 18%	-13%	-3%	-1%	12%	-5%[57.5 µM]	17%	-16%
c1ccc(-c2nc(N3CCOCC3)sc2-c2ccccc2)cc1
 : -15%	22%	17%	-19%	-14%	-8%	17%	u
CCc1cc(C(=O)N2CCc3c([nH]c4ccccc34)C2c2ccc(OC)cc2F)no1 (configuration not stated)
 : -22%	-3%	-2%	u	-21%	-3%	21%	26%
Cc1cc(N2CCN(S(=O)(=O)c3ccc4ccccc4c3)CC2)n2ncnc2n1
 : 18%	4%	1%	2%	-2%	-70%[inhibitor]	21%	7%
CCCCN(CCCNc1ncnc2nc[nH]c12)c1ccccc1
 : -16%	4%	-6%	-4%	u	-35%[inhibitor]	-12%	9%
COc1ccc(-c2nnc(SCC(=O)NC(C)c3ccccc3)o2)cc1 (configuration not stated)
 : u	14%	-4%	2%	-14%	i	-13%	13%
Cc1ccc(C)c(NC(=O)CCN2C(=O)C3CC=CCC3C2=O)c1 (configuration not stated)
 : -1%	6%	8%	-2%	3%	i	-6%	1%
O=C(OCCN=C1NS(=O)(=O)c2ccccc21)c1cccs1
 : -7%	8%	0%	-10%	-1%	i	36%	-35%
Cc1cc(C)n2nc(C(=O)N/N=C/c3ccccc3C)nc2n1
 : -16%	1%	-11%	1%	10%	i	-4%	1%
CN(C)c1ccc(/C=[N+](\[O-])C(C)(C)/C=N/O)cc1
 : 1%	-4%	-6%	0%	11%	-6%[57.5 µM]	12%	-5%
CCCC(NS(=O)(=O)c1ccc(Br)cc1)C(=O)O (configuration not stated)
 : -19%	8%	10%	-5%	-2%[57.1 µM]	i	13%	-8%
N#CN/C(=N\S(=O)(=O)c1ccccc1)c1ccccc1
 : 18%	0%	-3%	0%	3%	i	-6%	1%
Cc1cccc(NC(=O)C(C)Sc2nc3ccccc3c(=O)n2CCCN2CCOCC2)c1 (configuration not stated)
 : 6%	9%	3%	0%	-2%	-8%	4%	-3%
C=CCc1cccc2cc(C(=O)NCCOC)c(=O)oc12
 : u	2%	8%	-3%	1%	i	10%	20%
O=C(O)CS(=O)(=O)CC(=O)O
 : -7%	8%	-4%	-2%	-1%	22%[57.5 µM]	u	-17%

# An excerpt (hit frequency here may not be typical).
